TSHR antagonist – human thyrotropin receptor antagonism; P16473; TSHR-expressing cells, TSH-stimulated cAMP HTRF, 2 h; active compounds read low; activity change, negative = inhibition, % at 11.5 µM; 330,000 compounds, 0.2% hits;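 active = activity change below a set negative limit, meaning inhibition stronger than a set level, cut at about -70% in these data; inconclusive = activity change between two set negative limits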; also: % is scaled to controls: 0 for no effect and ±100 for the full control effect
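Competitive HTRF cAMP read-out (cryptate anti-cAMP antibody, cAMP-d2; 30 min, room temperature) in freshly harvested TSHR cells. Compounds added before TSH at EC80 (4nM final), followed by 2 hours' incubation at 37 deg C.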
ELG1 DNA repair – inhibitors of ELG1-dependent DNA repair in HEK293T cells | HEK293T ELG1-luciferase reporter, luminescence, 16 h; DNA damage induced by 5-fluorouridine | Potency, µM (top dose mostly 46.1 µM), inactives show at the highest dose activity change, negative = inhibition, actives largely listed as inhibitors | 330,000 compounds, 2.3% hits | AID 504467; also: potency is read from the fitted curve at half-maximal effect; % is scaled to controls: 0 for no effect and ±100 for the full control effect; nearly all actives have a fitted effect of over 55% in size
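Reporter activity after DNA damage by 5-fluorouridine is monitored. Compound-treated cells incubate 16 hr at 37 °C, then ONE-Glo is added for 30 min before luminescence reading.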
KCNH2 3.1 block – blocks the human KCNH2 3.1 channel isoform; U2OS KCNH2 3.1, thallium flux FluxOr; active compounds read low; activity change, % (tested at about 1.8 µM); 340,000 compounds, 0.95% hits; AID 720553;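 active = maximum activity change below -70%; inconclusive = maximum activity change from -70% to -50%; inactive = maximum activity change above -50%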;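 also: thallium influx rate constant from kinetic fluorescence after stimulation buffer; % is scaled to controls: 0 for no effect and ±100 for the full control effect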
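We transduce U2OS cells with the mutant 3.1 virus, culture them overnight, load FluxOr with Red40 quencher for 45 min, then add stimulation buffer and read kinetically for 2 min to derive a normalized rate constant.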
USP2a inh – inhibitors of human ubiquitin-specific protease USP2a; Potency, µM (highest dose often 38.3 µM), for inactives: at the top dose activity change, negative = inhibition, usual class: inhibitors; 330,000 compounds, 0.01% hits; O75604; USP2 core, Ub-CHOP2 coupled fluorogenic reporter, 485/531;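 also: potency is read from the fitted curve at half-maximal effect; plate controls were DMSO wells for no effect and full inhibition by NEM control for full effect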
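USP2 core (10nM final) preincubated 30min RT with compound in 20mM Tris-HCl pH 8.0, 2mM CaCl2, 2mM beta-mercaptoethanol, 0.05% CHAPS; 25nM Ub-CHOP2 plus 25nM reporter substrate added, fluorescence (Ex485/Em531) read after 60min.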
TRPV1 ag – activates the human vanilloid receptor TRPV1; AID 540275; Q8NER1; 320,000 compounds, 0.19% hits; activation, % at 8.33 µM; TRPV1-expressing cells, Fluo-8 calcium influx, agonist mode; in the data active = activation above about 80%; inconclusive = between about 30% and that limit; also: 0% is about no effect
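TRPV1-expressing cells were cultured overnight at 35.5C and loaded with Fluo-8 calcium dye for 40 to 90 min at room temperature. After a 10 s baseline, compound was added and calcium influx was read kinetically for 3 min (ex 480/em 520 nm).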
Mito fusion yeast – blocks mitochondrial division or promotes mitochondrial fusion; S. cerevisiae fusion-defective mutant growth rescue, CellTiterGlo 48 h; Potency, µM (doses to about 46.1 µM), inactives show at the top dose growth rescue (activation), actives largely listed as activators; 320,000 compounds, 0.23% hits; AID 485298;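 also: potency is read from the fitted curve at half-maximal effect; % of control where 0% means no effect; nearly all actives have a fitted effect of over 45% in size; temperature-sensitive fusion mutants such as fzo1-1 at 37 °C on non-fermentable ethanol glycerol medium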
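Compounds are tested for their ability to restore growth of mitochondrial fusion-defective yeast strains at non-permissive 37C in YPEG medium over 48 hours. Viability is quantified by luciferase luminescence.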
TCR act – activators of T cell receptors; 330,000 tested, under 10 active; primary human leukocytes, anti-CD3, IL-2 HTRF, 48 h; Potency, µM (doses to about 9.22 µM), without a hit: top-dose activation of IL-2 secretion, most hits filed as activators; AID 504894; also: % of control where 0% means no effect
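Readout: HTRF IL-2, Eu-cryptate/d2 antibody pair, 320nm excitation, 665nm emission. Stimulus: a-CD3 beads, no co-stimulation. Cells: primary human leukocytes. Exposure: 48 hr with compound.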
Eya2 inh – blocks the phosphatase activity of human Eya2. O00167. recombinant Eya2, OMFP fluorescence dephosphorylation (OMFP is methylfluorescein phosphate). Potency, µM (top dose mostly 76.9 µM), without a hit: top-dose activity, negative = inhibition, hits mostly inhibitors. 330,000 compounds, 0.006% hits. AID 488837; also: potency is read from the fitted curve at half-maximal effect; % is scaled to controls: 0 for no effect and ±100 for the full control effect
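Eya2 (0.2 uM) preincubated 10 min at ambient with compound, then OMFP substrate added at 50 uM; 10 min reaction in 50 mM HEPES pH 7.5, 50 mM NaCl, 5 uM MgCl2, 0.05% BSA, 1 mM DTT. Fluorescence read at Ex 485/Em 525 nm.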
hERG WT inh – KCNH2 (human, wildtype) channel inhibition; U2OS, BacMam KCNH2, thallium flux FluxOr; active compounds read low; activity change, % at 1.84 µM; Q12809; 340,000 compounds, 0.37% hits;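 active = maximum activity change below -70%; inconclusive = maximum activity change between -70% and -50%; inactive = maximum activity change above -50%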; also: % is scaled to controls: 0 for no effect and ±100 for the full control effect
Target sequence (Q12809 whole entry, looked up): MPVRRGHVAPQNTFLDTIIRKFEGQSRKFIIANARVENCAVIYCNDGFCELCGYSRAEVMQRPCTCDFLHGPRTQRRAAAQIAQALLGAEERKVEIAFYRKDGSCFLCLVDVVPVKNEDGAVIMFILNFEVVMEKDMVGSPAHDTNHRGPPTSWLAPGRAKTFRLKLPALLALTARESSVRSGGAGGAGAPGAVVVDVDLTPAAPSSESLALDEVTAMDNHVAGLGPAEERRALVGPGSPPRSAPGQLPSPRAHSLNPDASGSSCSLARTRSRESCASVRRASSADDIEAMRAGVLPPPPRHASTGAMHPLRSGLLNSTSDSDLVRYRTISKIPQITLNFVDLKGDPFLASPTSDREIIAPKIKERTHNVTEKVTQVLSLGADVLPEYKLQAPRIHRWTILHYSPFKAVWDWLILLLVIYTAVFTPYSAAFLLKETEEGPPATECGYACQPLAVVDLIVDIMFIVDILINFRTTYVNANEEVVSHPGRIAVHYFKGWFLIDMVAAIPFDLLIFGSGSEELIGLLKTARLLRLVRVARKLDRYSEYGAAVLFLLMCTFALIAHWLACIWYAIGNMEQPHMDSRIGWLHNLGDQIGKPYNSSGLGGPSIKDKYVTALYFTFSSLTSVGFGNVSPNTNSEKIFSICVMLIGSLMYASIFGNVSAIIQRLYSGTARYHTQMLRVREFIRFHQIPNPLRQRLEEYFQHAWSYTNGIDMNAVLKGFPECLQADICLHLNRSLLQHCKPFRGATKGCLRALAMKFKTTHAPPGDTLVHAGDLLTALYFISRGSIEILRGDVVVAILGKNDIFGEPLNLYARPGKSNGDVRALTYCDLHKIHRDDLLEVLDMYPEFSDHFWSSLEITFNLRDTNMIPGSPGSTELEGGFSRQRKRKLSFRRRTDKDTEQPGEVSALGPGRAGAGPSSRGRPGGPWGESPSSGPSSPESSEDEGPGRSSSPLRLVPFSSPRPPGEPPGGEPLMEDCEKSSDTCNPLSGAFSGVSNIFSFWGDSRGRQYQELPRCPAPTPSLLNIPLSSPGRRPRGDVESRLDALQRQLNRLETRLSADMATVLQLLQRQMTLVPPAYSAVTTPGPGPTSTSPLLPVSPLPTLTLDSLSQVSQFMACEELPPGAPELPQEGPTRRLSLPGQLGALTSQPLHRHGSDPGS
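U2OS cells were transduced with wild-type KCNH2 virus (2.03 x 10^8 / mL) for 4 h at room temperature, then cultured overnight at 37 C. Thallium flux was read with FluxOr dye. Rate constants were normalized to DMSO controls.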
AT treatment – candidate therapy for ataxia-telangiectasia. AID 485349. 320,000 compounds, 0.19% hits. […] A-T fibroblasts, KAP-1 phosphorylation AlphaLISA; neocarzinostatin DNA damage 30 min before lysis. Potency, µM (titrated, usually from 57.5 µM), without a hit: top-dose activation, actives largely listed as activators; also: potency is read from the fitted curve at half-maximal effect; % of control where 0% means no effect; nearly all actives have a fitted effect of over 45% in size
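hTERT-immortalized A-T patient fibroblasts ([…]), 500 cells/well in OPTI-MEM, 1% FBS, got compounds for 60 min, then NCS for 30 min at 37C. Lysates were then assayed for phospho-KAP-1 by AlphaLISA (anti-pKAP1 donor, anti-KAP1 acceptor beads), 6 hr at 25C.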
Numbers without * were called inactive; i = inactive; ? = inconclusive; / = no result given; [ ] = another dose, or the depositor's remark. Unless noted, calls follow the shape of the dose curve; as a rule, active = well fitted curve in the direction sought with a large enough effect; inconclusive = small, poorly fitted or top-dose-only effect, or another doubt; inactive = no such curve, though single readings can be large; an effect the other way counts as inactive or inconclusive. Some of the compounds tested; count on the stated rates, not on these rows.

SMILES	TSHR antagonist	ELG1 DNA repair	KCNH2 3.1 block	USP2a inh	TRPV1 ag	Mito fusion yeast	TCR act	Eya2 inh	hERG WT inh	AT treatment
CS(=O)(=O)Oc1ccc(/C=N/NC(=O)c2ccncc2)cc1	4	10%	-3	0%	1	-4%	1%[46.1 µM]	2%	1	4%
CCOC(=O)[C@H]1[C@H]2COc3ccccc3[C@@H]2N2C(=O)CN(Cc3ccc(C)cc3)C(=O)[C@@]12C	-1	2%	9	18%	/	/	-4%	0%	-3	1%
CC(=O)c1ccc(N/N=C(/C(N)=O)C2=NC(C)(C)Cc3ccccc32)cc1	-22	21µM*	-3	1%	25	17%	4%[46.1 µM]	-4%	2	-6%
Cc1[nH]c2ccccc2c1SCC(=O)N1CCCCCC1	-9	-10%	-7	0%	8	-8%	6%	0%	11	1%
CCN(CC)C(=O)[C@H]1CC(CC(=O)NCCN2CCOCC2)C(=O)N2CCc3c([nH]c4ccc(OC)cc34)[C@]12C (some centres undefined)	9	?	-7	3%	/	/	-1%[46.1 µM]	10%	0	5%
Cc1ccc(S(=O)(=O)NC(C)(C)CSc2nncn2N)cc1	6	9%	/	-11%	-1	-3%	2%	-21%	-6	3%
CC1=NN(c2ccccc2)C(=O)C1C=Nc1ccccc1O (centres undefined)	-9	?	-1	1%	/	-11%	1%	13%	-2	0%
Cc1onc(-c2ccccc2)c1-c1n[nH]c(=S)n1-c1ccc(C(=O)O)cc1	-3	8%	0	-1%	3	-1%	-4%	-3%	3	2%
CCN(CC)c1ccc([N+](=O)[O-])cc1/C=N/NC(=O)CC#N	-4	-2%	5	1%	9	-4%	-2%[46.1 µM]	8%	0	-23%
CC1(C)CC(=O)C2=C(C1)Nc1ccccc1NC2c1ccccc1F (centres undefined)	-7	-4%	-1	2%	3	0%	1%	-8%	0	7%
NCCS(=O)(=O)NC1CCCCC1	18	-7%	-2	4%	1	4%	-3%	6%	-7	9%
CC(=O)C1=C(O)C(=O)N(c2ccc(S(N)(=O)=O)cc2)C1c1cccc([N+](=O)[O-])c1 (centres undefined)	-4	-2%	-2	2%	0	-4%	1%	-18%	-4	8%
Cn1nc(C(F)(F)F)c2cc(C(=O)O)sc21	-4	11%	?	-1%	-2	4%	1%	1%	0	2%
Cc1cc(C(=O)NCC(=O)OCC(=O)N(C)C2CCCCC2)ccc1[N+](=O)[O-]	-10	10%	3	-1%	4	-4%	9%[46.1 µM]	-5%	i	-2%
COc1ccc(Cl)cc1S(=O)(=O)N1CCCC(C(=O)N2CCOCC2)C1 (centres undefined)	39	-1%	2	0%	0	2%	-3%	17%	-2	27%
CN(Cc1ccccc1)C(=O)CN(c1ccc(F)cc1)S(=O)(=O)c1ccc2c(c1)OCCO2	-5	?	-4	-3%	-6	27%	10%[46.1 µM]	3%	0	1%
Cc1n[nH]c(C)c1S(=O)(=O)N1CCN(S(=O)(=O)c2ccccc2C#N)CC1	3	-1%	0	0%	-3	5%	7%	17%	18	11%
COc1ccc(C(=O)O)cc1Nc1cc(C)nc2ncnn12	3	2%	-9	0%	2	-1%	0%	16%	21	2%
Cc1ccc(N2CN(S(=O)(=O)c3cccc([N+](=O)[O-])c3)c3nc4ccccc4nc32)cc1	-15	8%	0	2%	2	0%	1%	-19%	8	-3%
COCCCn1c(SCCc2ccccc2)nc2cc(OC)c(OC)cc2c1=N	6	?	4	-13%	15	0%	-4%	0%	3	3%
CC(=O)N(C)c1ccc(NC(=S)NC(=O)/C=C/c2ccco2)cc1	-23	?	-1	-1%	-3	-38%[inhibitor]	1%	-5%	-13	1%
CNS(=O)(=O)c1ccc(NC(=S)Nc2ccc3c(c2)OCO3)cc1	23	?	2	4%	6	-3%	-4%	1%	-8	2%
Cc1ccccc1CN1CCN(C2CCC2)CC1CCO (centres undefined)	-3	-5%	10	-1%	5	-3%	/	?	-5	3%
CCCCNC(=O)CCn1c(=O)c2ccccc2n(CC(=O)Nc2ccccc2OCC)c1=O	-1	-21%	26	2%	-2	3%	0%	5%	-2	-1%

Sorted by length of the SMILES (low to high): 3 of the compounds above
SMILES	TSHR antagonist	ELG1 DNA repair	KCNH2 3.1 block	USP2a inh	TRPV1 ag	Mito fusion yeast	TCR act	Eya2 inh	hERG WT inh	AT treatment
Cc1ccccc1CN1CCN(C2CCC2)CC1CCO (centres undefined)	-3	-5%	10	-1%	5	-3%	/	?	-5	3%
CNS(=O)(=O)c1ccc(NC(=S)Nc2ccc3c(c2)OCO3)cc1	23	?	2	4%	6	-3%	-4%	1%	-8	2%
Cc1n[nH]c(C)c1S(=O)(=O)N1CCN(S(=O)(=O)c2ccccc2C#N)CC1	3	-1%	0	0%	-3	5%	7%	17%	18	11%

Later entries.
SMILES	TSHR antagonist	ELG1 DNA repair	KCNH2 3.1 block	USP2a inh	TRPV1 ag	Mito fusion yeast	TCR act	Eya2 inh	hERG WT inh	AT treatment
CC1(C)CC(=O)C(C=Nc2cccnc2)=C(O)C1	-4	-1%	7	2%	-1	1%	-4%	-17%	-2	-5%
CCN(CC(=O)Nc1ccc(NC(C)=O)cc1)C(=O)c1cccc(-n2cccc2)c1	-3	0%	2	0%	-2	-3%	-5%	8%	-10	5%
Cc1ccc(C)c(N=C2CCCN2Cc2ccccc2)c1C#N	1	-15%	0	0%	-1	17%	-1%[46.1 µM]	1%	0	6%
CCOP(=O)(OCC)C(NC(=O)C(F)(F)F)c1ccccc1 (centres undefined)	0	8%	0	0%	-4	-8%	2%[46.1 µM]	-1%	-4	1%
CC(OC(=O)c1cccs1)C(=O)NCC1CCCO1 (centres undefined)	17	7%	-7	0%	-1	7%	5%	-4%	-14	-3%
O=C(CN1C(=O)C2CC=CCC2C1=O)Nc1ccc(OC(F)(F)F)cc1 (centres undefined)	-3	23%	5	0%	2	-16%	-4%	9%	-9	-2%
CCOc1ccc(OCCC(=O)NNC(=O)c2ccccc2Cl)cc1	7	16%	7	0%	-4	1%	-3%	-14%	-17	-12%
CC(=O)Nc1ccc(C(=O)Nc2cc(C)on2)cc1	2	?	-6	1%	3	2%	1%	-7%	2	0%
O=C(N1CCCCC1)N1CCN(C(=O)N2CCCCC2)CC1	19	3%	8	3%	7	6%	2%	-2%	-2	3%
O=c1nc(N/N=C/c2c[nH]c3ccccc23)cn[nH]1	3	?	-38	2%	0	-4%	-4%	-9%	-2	0%
COC(=O)c1sc(N)c(C(=O)OC)c1Cn1ncc(Cl)c(Cl)c1=O	9	-22%	-2	1%	20	-17%	8%	-6%	0	28%
CCn1c(C)nc2cc(C(=O)N=Nc3c(O)[nH]c4ccccc34)ccc21	-25	?	/	2%	-4	-1%	3%[46.1 µM]	-5%	/	2%

3 entries already listed, ordered by their value in USP2a inh, descending:
smiles,TSHR antagonist,USP2a inh,TRPV1 ag,TCR act,Eya2 inh
CCn1c(C)nc2cc(C(=O)N=Nc3c(O)[nH]c4ccccc34)ccc21,-25,2%,-4,3%[46.1 µM],-5%
COC(=O)c1sc(N)c(C(=O)OC)c1Cn1ncc(Cl)c(Cl)c1=O,9,1%,20,8%,-6%
O=C(CN1C(=O)C2CC=CCC2C1=O)Nc1ccc(OC(F)(F)F)cc1 (centres undefined),-3,0%,2,-4%,9%

More compounds.
SMILES	TSHR antagonist	ELG1 DNA repair	KCNH2 3.1 block	USP2a inh	TRPV1 ag	Mito fusion yeast	TCR act	Eya2 inh	hERG WT inh	AT treatment
O=c1c2oc3ccccc3c2ncn1Cc1ccc(Cl)cc1	5	?	-5	2%	-2	-2%	-3%	-10%	3	-4%
COc1cccc(CN2CCC(n3nccc3NC(=O)CCCc3ccccc3)CC2)c1O	-12	-21%	-40	0%	12	-1%	5%	2%	-5	3%
Cc1cccc(COCC(Cc2ccccc2)N2CCN(C(=O)c3ccc(Cl)c(Cl)c3)CCC2=O)c1 (centres undefined)	0	?	/	3%	7	25%	-3%	-1%	/	15%
Fc1ccccc1CNC(=S)NCc1ccc(Cl)cc1	-19	-19%	3	0%	84*	-9%	-1%	-18%	-11	4%
O=C(CCc1nc2ccccc2s1)OCC(=O)c1ccc[nH]1	2	2%	4	1%	9	0%	/	10%	-3	0%
CN=C(Nc1ccc(C(=O)OC)s1)c1ccccc1	-5	?	-3	-2%	4	-1%	-2%	4%	-6	-1%

TRPV1 ag: what is marked active above
SMILES	TSHR antagonist	USP2a inh	TRPV1 ag	TCR act	Eya2 inh
Fc1ccccc1CNC(=S)NCc1ccc(Cl)cc1	-19	0%	84*	-1%	-18%
